Screens from PubChem BioAssay.
Rab7 wt modul = alters GTP binding to wildtype dog Rab7; GTP binding activity (percent of control), % at 10 µM; GST-Rab7 beads, fluorescent GTP binding, flow cytometry; actives lie on both sides; untreated = 100%, excess cold GTP = 0%; 190,000 tested, 0.055% active;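 active = fluorescent GTP binding to Rab7 beads changed by at least 20 points from the 100% baseline, either direction, mostly lower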;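 also: median green fluorescence of bound Bodipy-FL-GTP per Rab7 bead population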
Avidin bead fluor = compound fluoresces at 488/530 nm on avidin beads | compound fluorescence 488/530 nm, flow cytometry; hits give high values | fluorescence (KMESF) at 10 µM | 220,000 tested, 0.38% active; in the data active = fluorescence above about 47; also: inactives centre near 10
Mcl1 Noxa PPI = disrupts binding of human Mcl-1 to Noxa peptide | TR-FRET Mcl-1/Noxa peptide binding, 2 h | inhibition, % at 21.7 µM | 220,000 tested, 1.5% active;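 active = compounds that cut the protein-peptide binding signal by more than 50% relative to plate controls in a single-dose test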;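 also: His-tagged Mcl-1 with rhodamine Noxa BH3 peptide and terbium anti-His antibody; 0% = Mcl-1 plus Noxa peptide wells and 100% = peptide-only wells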
Target sequence (Q07820 whole entry, looked up): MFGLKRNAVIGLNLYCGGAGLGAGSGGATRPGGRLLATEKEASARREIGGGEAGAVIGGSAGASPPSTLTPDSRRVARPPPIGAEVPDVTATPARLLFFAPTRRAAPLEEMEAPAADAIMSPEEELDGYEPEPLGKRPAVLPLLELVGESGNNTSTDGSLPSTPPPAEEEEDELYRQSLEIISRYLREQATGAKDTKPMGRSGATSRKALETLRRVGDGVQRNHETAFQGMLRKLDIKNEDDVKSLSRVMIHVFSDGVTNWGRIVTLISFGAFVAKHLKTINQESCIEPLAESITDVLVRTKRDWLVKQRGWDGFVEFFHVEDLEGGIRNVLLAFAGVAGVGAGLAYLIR
Cdc42 wt GTP = changes GTP binding to wildtype human Cdc42. P60953. GST-Cdc42 beads, Bodipy-GTP binding, flow cytometry; actives lie on both sides. percent activity (GTP binding), % at 10 µM. 190,000 tested, 0.2% active. AID 761;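 active = percent activity GTP binding at least 20 points away from the 100% baseline, either down as inhibitor or up as activator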;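 also: median bead fluorescence of bound Bodipy-FL-GTP at 100 nM; 0% = excess unlabeled GTP control and 100% = no compound control; below 100% means less GTP binding so inhibitor and above means activator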
Target sequence (P60953 whole entry, looked up): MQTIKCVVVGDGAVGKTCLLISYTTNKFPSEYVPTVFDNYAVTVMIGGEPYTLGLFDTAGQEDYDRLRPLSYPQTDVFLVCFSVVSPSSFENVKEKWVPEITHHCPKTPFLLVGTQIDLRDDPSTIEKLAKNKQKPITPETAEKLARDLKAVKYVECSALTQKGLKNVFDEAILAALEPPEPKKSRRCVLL
Rac1 act GTP bind = alters GTP binding to activated mutant human Rac1 | AID 764 | 190,000 tested, 0.11% active | percent activity (GTP binding), % at 10 µM | GST-Rac1 activated beads, fluorescent GTP binding, flow cytometry; actives lie on both sides; 100% means binding = to untreated wells;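 active = GTP binding at least 20 percentage points away from the 100% baseline, in either direction, so actives lie on both sides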
GSH bead fluor = compound fluoresces at 488/530 nm on GSH beads; 190,000 tested, 0.25% active; GSH beads flow cytometry, compound fluorescence 488/530 nm; hits give high values; fluorescence (KMESF) at 10 µM; in the data active = fluorescence above about 89;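 also: glutathione beads carrying GST-tagged Bcl family fusion proteins plus one bare bead set; values are compound well signal with DMSO vehicle wells as background; inactives centre near 16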
Rac1 wt GTP bind = alters GTP binding to wildtype human Rac1; GST-Rac1 beads, fluorescent GTP binding, flow cytometry; actives lie on both sides; 0 = cold GTP competed, 100 = untreated; 190,000 tested, 0.27% active; GTP binding activity (% of control), % at 10 µM; P63000;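 active = GTP binding activity at least 20 points away from the 100% control level, either lower or higher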
Pf gamet viab = inhibitors of late stage P. falciparum gametocyte viability; P. falciparum stage V gametocytes, ATP luminescence, 24 h; inhibition, % at 10.9 µM; 150,000 tested, 0.065% active;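 active = inhibition above the mean plus 3 SD of compounds within the control limits, set per campaign, cut at about 38% in these data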;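 also: 0% = DMSO wells and 100% = medium only without gametocytes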
Rab2A wt mod = changes GTP binding to wildtype dog Rab2A, up or down; P61105; GST-Rab2 wt beads, Bodipy-GTP binding, flow cytometry; GTP binding activity, % at 10 µM; 190,000 tested, 0.19% active; AID 760;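 active = GTP binding activity at least 20 points away from 100%, either lowered or raised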;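 also: 0% = beads with excess unlabeled GTP and 100% = no-compound control corrected for plate trend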
HRas wt GTP = modulators of GTP binding to human HRas wildtype; P01112; GST-Ras wt beads, Bodipy-FL-GTP binding, flow cytometry; actives lie on both sides; GTP binding activity, % at 10 µM; 190,000 tested, 0.14% active; AID 759;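 active = GTP binding activity at least 20% away from the 100% baseline, either lowered as inhibitor or raised as activator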;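 also: 0% = unlabeled GTP competition control and 100% = no-compound control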
Target sequence (P01112 whole entry, looked up): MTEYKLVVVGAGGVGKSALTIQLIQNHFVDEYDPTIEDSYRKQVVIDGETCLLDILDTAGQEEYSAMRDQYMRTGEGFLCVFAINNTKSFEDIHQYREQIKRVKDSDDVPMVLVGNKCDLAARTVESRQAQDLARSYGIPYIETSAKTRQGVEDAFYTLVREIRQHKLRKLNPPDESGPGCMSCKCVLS
Mcl1 Bid PPI = disrupts binding of human Mcl-1 to Bid peptide. 220,000 tested, 0.97% active. AID 1021. TR-FRET Mcl-1/Bid-Dy647 peptide binding, 1536-well. inhibition, % at 21.7 µM. Q07820;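 active = compounds that cut the binding signal by more than half at the single screening dose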;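 also: His-tagged Mcl-1 with europium anti-His antibody binding Bid BH3 peptide; 0% = Mcl-1 plus peptide wells and 100% = peptide-only wells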
* = called active by the depositor; . = not tested or not shown. The order is random; overall some 3% were active at least once.

no.	SMILES	Rab7 wt modul	Avidin bead fluor	Mcl1 Noxa PPI	Cdc42 wt GTP	Rac1 act GTP bind	GSH bead fluor	Rac1 wt GTP bind	Pf gamet viab	Rab2A wt mod	HRas wt GTP	Mcl1 Bid PPI
1	CC(c1ccco1)N(C(=O)COc1ccccc1[N+](=O)[O-])c1ccccn1 (stereo not given)	102	8	12	105	101	12	105	-6	103	103	-13
2	COCCN1Cc2cccc(C(=O)Nc3cccc(C)c3C)c2C1=O	99	14	90*	101	102	35	103	.	100	102	91*
3	CCCCOc1ccc(CSc2nnc(C)n2N)cc1[N+](=O)[O-]	98	11	6	96	97	11	99	-2	93	96	-16
4	COc1ccc(OC)c(Nc2nc3nonc3nc2N2CCCC(C)C2)c1 (stereo not given)	101	15	10	103	102	11	106	.	100	100	-17
5	Cc1nc(NNC(=O)c2ccc([N+](=O)[O-])cc2)cc(-c2ccccc2)n1	106	10	30	103	98	9	104	7	103	102	-56
6	COc1ccc(NC(=O)C2CC(=O)n3ncnc3N2)cc1 (stereo not given)	90	13	1	93	96	9	97	.	95	98	-1
7	O=C(Nc1nnc(Cc2ccc(Cl)cc2)s1)c1cccnc1	101	11	21	94	93	11	96	7	97	96	-8
8	O=C(c1ccc(S(=O)(=O)N2CCCCCC2)cc1)N1CCN(c2ccccn2)CC1	103	11	2	103	100	19	104	.	101	102	-28

(listing goes on)
no.	SMILES	Rab7 wt modul	Avidin bead fluor	Mcl1 Noxa PPI	Cdc42 wt GTP	Rac1 act GTP bind	GSH bead fluor	Rac1 wt GTP bind	Pf gamet viab	Rab2A wt mod	HRas wt GTP	Mcl1 Bid PPI
9	CN1C(=O)C2(Oc3ccccc3C3CC(c4ccccc4)=NN32)c2ccccc21 (stereo not given)	100	24	14	100	97	20	106	.	98	100	-60
10	O=C(NN1CCOCC1)C12CC3CC(CC(C3)C1)C2	96	15	16	101	98	5	104	-9	96	97	-15
11	CCN(c1ccccc1)c1cc(C)nc2ncnn12	102	21	-12	98	98	14	100	.	98	98	8
12	c1cn(CCCNc2ncnc3sc4c(c23)CCC4)cn1	99	21	11	101	98	13	102	.	99	99	-11
13	CC(C)N(C(=O)Cn1cc(SCC(=O)N2CCCC2)c2ccccc21)C(C)C	106	26	9	96	98	11	102	7	102	97	-27
14	CC(=O)Nc1ccc(S(=O)(=O)Oc2cccc(/C=N/N=C3/NC(=O)C(CC(=O)O)S3)c2)cc1 (stereo not given)	91	9	8	95	89	15	88	.	87	91	-22
15	COc1ccc(CCNC(=O)c2nnn(CC(=O)Nc3cccc(F)c3)c2N)cc1OC	94	26	10	95	94	62	97	.	95	96	-18
16	Cc1csc2nc(CNC(=O)c3cccc(C(F)(F)F)c3)cn12	98	7	-5	105	102	5	107	.	100	103	-14

Next section.
no.	SMILES	Rab7 wt modul	Avidin bead fluor	Mcl1 Noxa PPI	Cdc42 wt GTP	Rac1 act GTP bind	GSH bead fluor	Rac1 wt GTP bind	Pf gamet viab	Rab2A wt mod	HRas wt GTP	Mcl1 Bid PPI
17	O=S(=O)(c1ccccc1)N1CCN=C1SCc1ccc(Cl)cc1	102	13	-1	99	96	10	101	-50	98	97	-2
18	CCC(=O)N(Cc1cc2cc(OC)ccc2[nH]c1=O)c1ccccc1C	100	13	16	99	98	30	100	.	98	101	11
19	CCOc1ccc(C2CC(=O)NC(SCC(=O)OC)=C2C#N)cc1 (stereo not given)	102	8	-6	95	96	13	97	.	97	96	-7
20	c1ccc(-c2ccccn2)nc1	96	8	3	108	98	19	103	.	100	101	-10
21	CCOc1nc2ccccc2nc1C	97	5	-8	98	98	11	100	-18	99	98	-9
22	CCOC(=O)C(C(=O)OCC)C(Nc1cccc(Br)c1)c1ccccc1 (stereo not given)	101	8	6	102	99	22	100	-30	102	103	-15
23	S=c1nccc(-c2cccs2)[nH]1	97	8	23	101	96	12	101	.	97	95	-60
24	Cc1ccc(S(=O)(=O)N2CCC(=O)N(C(COCc3cccc(Cl)c3)C(C)C)CC2)cc1 (stereo not given)	97	12	2	98	95	19	102	.	99	99	8

(cont.)
no.	SMILES	Rab7 wt modul	Avidin bead fluor	Mcl1 Noxa PPI	Cdc42 wt GTP	Rac1 act GTP bind	GSH bead fluor	Rac1 wt GTP bind	Pf gamet viab	Rab2A wt mod	HRas wt GTP	Mcl1 Bid PPI
25	CC1=C(C(=O)Nc2cc(C)ccc2C)C(c2cccs2)NC(=S)N1 (stereo not given)	98	12	-9	100	97	32	101	-51	98	98	-28
26	S=c1[nH]nc(COc2ccc(Cl)cc2)n1Cc1ccccc1	96	12	8	92	93	19	95	-5	92	94	-43
27	O=C(O)CCN(Cc1ccccc1)S(=O)(=O)c1c(Cl)cccc1Cl	93	12	9	98	95	14	96	-2	96	95	7
28	Cc1ccc(S(=O)(=O)NCCc2nnc3ccc(SCC(=O)Nc4nc(C)cs4)nn23)cc1	100	4	0	105	98	8	108	14	101	102	3
29	CCOc1cc(/C=N/O)ccc1OCc1ccccc1F	102	5	12	101	98	9	105	24	100	103	4
30	Cn1c(O)c(N=Nc2ccc(F)cc2)c2ccccc21	97	27	3	95	100	13	99	0	97	95	-5
31	COc1ccccc1NS(=O)(=O)c1cc(NC(=O)C(C)C)ccc1N1CCCCC1	101	11	14	93	93	13	97	2	95	97	-31
32	CCOC(=O)c1ccc(NC(=O)C2CC2)cc1	101	7	2	106	102	5	109	-6	101	103	-27

Next part
no.	SMILES	Rab7 wt modul	Avidin bead fluor	Mcl1 Noxa PPI	Cdc42 wt GTP	Rac1 act GTP bind	GSH bead fluor	Rac1 wt GTP bind	Pf gamet viab	Rab2A wt mod	HRas wt GTP	Mcl1 Bid PPI
33	O=C(CCl)Nc1cccc2ncccc12	97	10	0	104	100	6	105	3	100	100	-8
34	Cc1nnc(NC(=O)COc2ccccc2)s1	98	6	10	103	99	47	103	.	99	100	7
35	O=C(CCNC(=O)c1ccccc1Cl)Nc1nnc(C2CC2)s1	94	25	5	95	96	8	96	-12	95	96	-15
36	CC(C)(C)c1nnc2sc(SCC(=O)c3ccccc3)nn2c1=O	99	14	23	99	95	22	97	.	99	99	-11
37	O=C(NCC(=O)N1CC(O)CC1C(=O)N1CCCC1C(=O)OCc1ccccc1)OCc1ccccc1 (stereo not given)	98	18	-4	91	95	9	96	5	96	95	-3
38	CC(C)NC(=O)C1CCN(C(=O)c2cc3sccc3n2Cc2ccc(F)cc2)CC1	103	9	-4	101	100	65	105	.	103	103	-43
39	CCn1nnnc1SCC(=O)c1cc(OC)ccc1OC	104	7	-5	105	101	7	106	-21	99	103	-13
40	CC1=CC(=O)C=CC1(C)C(Cl)(Cl)Cl (stereo not given)	95	10	-6	99	97	9	98	21	95	96	-14

For reference, some entries already given:
no.	SMILES	Rab7 wt modul	Avidin bead fluor	Mcl1 Noxa PPI	Cdc42 wt GTP	Rac1 act GTP bind	GSH bead fluor	Rac1 wt GTP bind	Pf gamet viab	Rab2A wt mod	HRas wt GTP	Mcl1 Bid PPI
39	CCn1nnnc1SCC(=O)c1cc(OC)ccc1OC	104	7	-5	105	101	7	106	-21	99	103	-13
40	CC1=CC(=O)C=CC1(C)C(Cl)(Cl)Cl (stereo not given)	95	10	-6	99	97	9	98	21	95	96	-14

Next compounds:
no.	SMILES	Rab7 wt modul	Avidin bead fluor	Mcl1 Noxa PPI	Cdc42 wt GTP	Rac1 act GTP bind	GSH bead fluor	Rac1 wt GTP bind	Pf gamet viab	Rab2A wt mod	HRas wt GTP	Mcl1 Bid PPI
41	Cc1ccc(S(=O)(=O)Nc2ccc3c(c2)ncn3C(C)(C)C)cc1	98	15	12	101	98	7	102	.	99	104	-12
42	O=C(c1cccnc1)N1N=C(C2CCCCC2)CC1(O)C(F)(F)F (stereo not given)	101	13	-3	101	99	10	104	.	100	100	-42
43	COC(=O)c1cc(Br)c(=O)n(-c2ccc(F)cc2)c1	98	8	-2	102	99	7	100	.	97	100	-4
44	O=C(NC1CCCCC1)C(c1ccc(F)cc1)N(Cc1ccc2c(c1)OCO2)C(=O)c1cnsn1 (stereo not given)	96	22	0	98	95	19	101	8	98	97	-4
45	CC(=O)Nc1ccc(S(=O)(=O)NCC(=O)OCC(=O)NC23CC4CC(CC(C4)C2)C3)cc1	96	16	11	101	102	10	103	-4	100	100	-4
46	CN1CCc2cccc3c2[C@H]1Cc1ccc(O)c(O)c1-3	98	9	88*	103	98	15	102	.	102	101	-65
47	Cc1cc(/C=N/NC(=O)c2cccs2)c(C)n1-c1ccccc1	95	8	8	101	98	47	102	.	96	98	87*
48	COCCNc1nnnc2c1sc1nc(N3CCOCC3)c3c(c12)CC(C)(C)OC3	99	9	-1	100	94	20	98	-3	99	94	-22

More entries:
no.	SMILES	Rab7 wt modul	Avidin bead fluor	Mcl1 Noxa PPI	Cdc42 wt GTP	Rac1 act GTP bind	GSH bead fluor	Rac1 wt GTP bind	Pf gamet viab	Rab2A wt mod	HRas wt GTP	Mcl1 Bid PPI
49	COC(=O)NCCOc1nc(N(C)C)nc(N(C)C)n1	97	11	18	100	98	26	98	.	99	100	-15
50	O=C(NCCCN1CCOCC1)c1ccc(Sc2cccc(Cl)c2)c([N+](=O)[O-])c1	98	11	7	99	97	13	100	7	94	95	-7
51	CCCc1ccc(-c2c(C)sc(N)c2C#N)cc1	97	10	16	100	96	8	102	.	98	99	-82
52	Cc1cc(C#N)c(C)n1-c1cc(S(=O)(=O)N2CCOCC2)ccc1N1CCCC1	95	7	29	102	95	12	98	.	97	98	0
53	O=C(Nc1ccccc1F)Nc1cc(S(=O)(=O)N2CCOCC2)ccc1N1CCCC1	101	14	8	92	90	11	89	9	93	95	-22
54	CN(C)CCNC(=O)/C(=C/c1ccc(-c2ccc(Cl)cc2Cl)o1)NC(=O)c1ccccc1	96	15	16	100	102	10	104	8	101	102	-1
55	COc1cccc(-c2cc(C(=O)N3CCCc4ccccc43)no2)c1	101	16	-6	104	100	25	102	.	100	101	-8
56	CCOC(=O)c1nnn(CC(=O)NC(=O)Nc2ccc(F)cc2)c1C(=O)OCC	107	10	12	95	94	17	97	13	94	95	-18
